Screening data: PubChem, Sanford-Burnham Center for Chemical Genomics
hIAP act: increases human intestinal alkaline phosphatase activity. actives 0.16% (n = 330,000). P09923. activation factor at 10 µM. purified human IAP, CDP-Star luminescence, 30 min; active compounds read high; 1 = vehicle-only enzyme, 0 = enzyme-free background. AID 2524;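 active = activation factor of the enzyme at least 2-fold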; note: the source names both 10 and 20 µM as test concentration; values of inactives mirror those of a sister screen read the other way
Target sequence (P09923 whole entry, looked up): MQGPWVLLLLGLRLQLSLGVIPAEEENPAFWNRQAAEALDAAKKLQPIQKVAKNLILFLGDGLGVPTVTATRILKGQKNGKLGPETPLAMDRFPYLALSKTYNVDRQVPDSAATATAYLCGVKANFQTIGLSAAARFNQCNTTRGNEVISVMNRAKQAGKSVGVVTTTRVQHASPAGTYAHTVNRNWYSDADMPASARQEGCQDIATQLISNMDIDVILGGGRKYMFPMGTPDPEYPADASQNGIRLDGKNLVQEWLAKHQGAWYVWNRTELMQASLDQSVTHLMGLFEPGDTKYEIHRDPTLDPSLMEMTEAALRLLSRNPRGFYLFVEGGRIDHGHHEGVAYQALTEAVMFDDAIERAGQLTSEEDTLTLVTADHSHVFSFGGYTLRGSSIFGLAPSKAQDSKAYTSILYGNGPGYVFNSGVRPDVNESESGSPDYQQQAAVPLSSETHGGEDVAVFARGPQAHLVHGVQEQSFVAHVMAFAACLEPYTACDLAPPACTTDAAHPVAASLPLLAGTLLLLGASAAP
NR3A LBD binder: NR3A (human) ligand-binding domain modulation. NR3A LBD differential scanning fluorimetry, Tm shift; 0% = protein alone, 100% = glycine-bound protein. Tm shift relative to glycine control, % at 25 µM. actives 2.5% (n = 340,000). AID 1259313;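 active = melting temperature shift of at least 10% of the positive control shift, at one fixed dose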
PfG6PD inh: PfG6PD (Plasmodium falciparum) enzyme inhibition | PfGluPho enzyme, NADPH resazurin-diaphorase fluorescence | inhibition, % at 20 µM | AID 504690 | actives 0.78% (n = 350,000);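 active = inhibition reaching at least a set limit at 20 µM in the primary screen, cut at about 59% in these data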;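 note: 0% = DMSO wells with substrate and 100% = DMSO wells lacking glucose-6-phosphate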
SENP8 inh: inhibitors of human SENP8 protease; AID 602440; inhibition, % at 20 µM; actives 0.64% (n = 360,000); recombinant SENP8, Nedd8 substrate fluorescence; in the data active = inhibition mostly above about 40%, no sharp cut-off; inactive = mostly below about 27%
SENP1 inh: blocks the human SENP1 SUMO protease catalytic domain; Q9P0U3; recombinant SENP1 catalytic domain, CyPet-SUMO1-YPet FRET cleavage; inhibition, % at 10 µM; actives 0.21% (n = 360,000); AID 624204;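 active = inhibition at least 30% at 10 µM, raw YFP signal under a set limit, fluorescence ratio 0.5 to 1.5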;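 note: 0% = enzyme with DMSO and 100% = no enzyme wells; some results filed as inactive read as strong as hits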
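system = hSENP1 catalytic domain, recombinant | reagent = SFCypet-SUMO1-SFYpet substrate at 25 nM | doses = one dose per compound, 10 µM, 0.5% DMSO | incubation = enzyme reaction for 50 min at room temperature, dark | measured by = FRET, CFP and YFP emission | controls = no-enzyme low, enzyme-DMSO high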
ATG4B inhibitor: blocks human ATG4B protease cleavage of LC3 substrate; ATG4B cleavage of LC3-PLA2, NBD-HPC fluorescence, 1 h; inhibition, % at 8.33 µM; actives 0.51% (n = 340,000); AID 504462; in the data active = inhibition above about 40%
Target sequence (Q9Y4P1 whole entry, looked up): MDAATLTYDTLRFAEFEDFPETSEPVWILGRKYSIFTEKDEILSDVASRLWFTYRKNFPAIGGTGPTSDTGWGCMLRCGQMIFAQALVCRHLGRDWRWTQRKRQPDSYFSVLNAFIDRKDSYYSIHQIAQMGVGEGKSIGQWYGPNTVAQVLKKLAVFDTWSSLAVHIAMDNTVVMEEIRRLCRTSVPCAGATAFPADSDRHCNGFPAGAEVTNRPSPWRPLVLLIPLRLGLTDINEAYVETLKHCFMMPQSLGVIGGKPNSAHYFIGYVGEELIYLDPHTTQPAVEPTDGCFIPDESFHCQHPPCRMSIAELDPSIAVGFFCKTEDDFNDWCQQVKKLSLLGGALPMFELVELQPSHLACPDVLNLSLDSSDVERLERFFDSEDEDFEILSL
SENP6 block: inhibitors of human SENP6 protease; Q9GZR1; Recombinant SENP6 catalytic domain, aminoluciferin luminescence; inhibition, % at 10 µM; actives 1.8% (n = 330,000);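 active = inhibition above about 50% at the single tested dose, limit read from the data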;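 note: plate controls were DMSO wells with enzyme for no effect and DMSO wells lacking enzyme for full effect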
MPTP inh: inhibitors of mitochondrial permeability transition pore | isolated mouse mitochondria, Ca2+ swelling absorbance, 30 min | inhibition, % at 10 µM | actives 1.4% (n = 360,000) | AID 602449;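 active = inhibition of 50% or more, scaled per plate between neutral and stimulator controls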;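 note: 0% = DMSO wells given calcium and 100% = 1 mM EGTA wells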
* = called active by the depositor; i = inactive; / = not tested or not shown.

[1] COC(=O)[C@H](C)NC(=O)NCCC1=CCCCC1
[2] O=C(CNC(=O)c1ccccc1C(=O)O)c1ccccc1
[3] Cc1ccc(C(=O)N2CC(C)SC2=Nc2cccc(S(=O)(=O)N(C)C)c2)cc1 (stereo not given)
[4] COc1ccccc1C1CC(c2ccccc2)=NN1S(=O)(=O)c1ccccc1 (stereo not given)
[5] Cc1cc(SCC(=O)N2CCN(C(=O)c3ccco3)CC2)c(C)cc1Br
[6] CC(C)Oc1ccc(CCC(=O)N/N=C/c2ccncc2)cc1
[7] O=C(CN1C(=O)NC2(CCOc3ccccc32)C1=O)c1ccc(Cl)s1 (stereo not given)
[8] CC(C)n1c(C(O)c2ccccc2)nc2ccccc21 (stereo not given)

entry no. | 1 | 2 | 3 | 4 | 5 | 6 | 7 | 8
hIAP act | 0.95 | 1.1 | 0.85 | 0.98 | 1 | 0.93 | 1.1 | 1.2
NR3A LBD binder | -1 | -2 | -1 | 0 | 0 | 2 | -10 | 2
PfG6PD inh | 10 | -3 | 50 | -21 | 0 | -1 | 13 | 11
SENP8 inh | -4 | 10 | 13 | 24 | 6 | 10 | 1 | 7
SENP1 inh | 1 | 0 | 0 | 3 | 1 | 1 | 0 | 1
ATG4B inhibitor | -9 | 0 | -5 | 0 | -2 | -3 | 1 | -3
SENP6 block | -3 | 20 | 9 | -13 | -2 | -16 | -12 | -45
MPTP inh | 0.2 | -0.1 | 1.1 | 1.5 | -0.2 | 4.0 | -0.9 | 2.5

Full records, looked up by structure:
Shown for `CC(C)n1c(C(O)c2ccccc2)nc2ccccc21` (stereo not given) → hIAP act = 1.2; NR3A LBD binder = 2; PfG6PD inh = 11; SENP8 inh = 7; SENP1 inh = 1; ATG4B inhibitor = -3; SENP6 block = -45; MPTP inh = 2.5
Shown for `COc1ccccc1C1CC(c2ccccc2)=NN1S(=O)(=O)c1ccccc1` (stereo not given) → hIAP act = 0.98; NR3A LBD binder = 0; PfG6PD inh = -21; SENP8 inh = 24; SENP1 inh = 3; ATG4B inhibitor = 0; SENP6 block = -13; MPTP inh = 1.5

The list continues.
[9] COc1ccccc1N1CCN(c2ncnc3c2oc2ccccc23)CC1
[10] CC(C)(CNCC(O)c1ccccc1)N1CCOCC1 (stereo not given)
[11] COc1ccccc1Nc1nc(N)nc(CN2CCc3ccccc3C2)n1
[12] Cc1nn2c(N3CCN(C)CC3)c3c(nc2c1-c1ccccc1)CCCC3
[13] COc1ccccc1N1CCN(C(=O)C(=O)c2c[nH]c3ccccc23)CC1
[14] N#CCC(=O)N/N=C/c1cc(Br)ccc1OCc1cccc2ccccc12
[15] CCC1CCC2(CC1)NC(=O)N(CC(=O)Nc1ccc(OC)c(Cl)c1)C2=O (stereo not given)
[16] CNNC(=S)NC1CC2CC1C1C=CCC21 (stereo not given)

entry no. | 9 | 10 | 11 | 12 | 13 | 14 | 15 | 16
hIAP act | 0.97 | 0.91 | 1.1 | 0.93 | 0.97 | 0.9 | 0.97 | 0.94
NR3A LBD binder | 1 | 0 | 1 | -3 | -3 | 20* | -7 | 0
PfG6PD inh | 15 | -5 | 4 | -12 | -16 | 17 | -2 | -9
SENP8 inh | -10 | 6 | 38 | -30 | 12 | 17 | 14 | 23
SENP1 inh | -1 | 2 | -5 | -3 | 0 | 2 | 1 | 1
ATG4B inhibitor | 5 | 1 | -14 | 3 | -12 | -15 | -10 | 9
SENP6 block | -12 | -8 | 3 | -15 | 4 | -27 | -3 | 5
MPTP inh | -2.3 | 1.8 | 0.1 | -3.8 | 0.6 | -0.1 | -2.3 | 1.4

[17] CCCn1c(C(C)Nc2nc(-c3ccc(OC)cc3)cs2)nc2ccccc21 (stereo not given)
[18] CCc1cc(C(=O)N2CCN(S(=O)(=O)c3ccccc3F)CC2)sc1C
[19] CN(C)C(=O)c1ccc(OCC(F)(F)F)nc1
[20] CC(=O)N1CCc2cc(S(=O)(=O)N3c4ccccc4CC3C)ccc21 (stereo not given)
[21] COc1ccc(C2NCCc3cc(OC)c(OC)cc32)cc1OC (stereo not given)
[22] COc1ccc(S(N)(=O)=O)cc1C(=O)OCC(=O)N1CCCC(C)C1 (stereo not given)
[23] O=C1c2cccc3c([N+](=O)[O-])ccc(c23)C(=O)N1c1ccccn1
[24] Cc1cccc(NC(=O)c2sc3nc4c(c(-c5ccco5)c3c2N)CCC4)c1

entry no. | 17 | 18 | 19 | 20 | 21 | 22 | 23 | 24
hIAP act | 0.82 | 0.89 | 0.92 | 0.99 | 1 | 0.94 | 0.83 | 0.87
NR3A LBD binder | -1 | 0 | -1 | 2 | 0 | 2 | 2 | 1
PfG6PD inh | 21 | -10 | -4 | -2 | 10 | 0 | 55 | 26
SENP8 inh | -20 | 5 | 16 | 4 | -10 | 4 | i | -72
SENP1 inh | -5 | 1 | -1 | 0 | 0 | 0 | -21 | -23
ATG4B inhibitor | -7 | 1 | -8 | -9 | -8 | -7 | -9 | -18
SENP6 block | -6 | -4 | -6 | -18 | -3 | -17 | -10 | 20
MPTP inh | -2.1 | 0.9 | -0.3 | 3.9 | 0.7 | 3.1 | -0.3 | -0.1

At a glance, 2 of the compounds above.
[17] CCCn1c(C(C)Nc2nc(-c3ccc(OC)cc3)cs2)nc2ccccc21 (stereo not given)
[18] CCc1cc(C(=O)N2CCN(S(=O)(=O)c3ccccc3F)CC2)sc1C

entry no. | 17 | 18
hIAP act | 0.82 | 0.89
NR3A LBD binder | -1 | 0
PfG6PD inh | 21 | -10
SENP8 inh | -20 | 5
SENP1 inh | -5 | 1
ATG4B inhibitor | -7 | 1
SENP6 block | -6 | -4
MPTP inh | -2.1 | 0.9

Further structures
[25] CCOC(=O)N1CCN(C(=O)c2cnn(-c3ccccc3)c2NC(=O)c2ccccc2F)CC1
[26] N/C(=N\c1nc(CSc2ccc(Cl)cc2)cc(=O)[nH]1)Nc1ccccc1C(F)(F)F
[27] CCOC(=O)CC1C(=O)NCCN1C(=O)COc1ccc(Br)cc1C (stereo not given)
[28] COC(=O)c1ccc(Cl)c(-c2ccc(/C=N/NC(=O)Nc3ccccc3)o2)c1
[29] CCC1CCCCN1C(=O)CCn1c(=O)oc2ccccc21 (stereo not given)
[30] O=C(COC(=O)c1cnccn1)c1ccc(-c2ccccc2)cc1
[31] O=S(=O)(Nc1cccc(-c2ccc3nncn3n2)c1)c1ccc(Cl)s1
[32] NC(=O)NNc1ncc(C(F)(F)F)cc1Cl

entry no. | 25 | 26 | 27 | 28 | 29 | 30 | 31 | 32
hIAP act | 0.87 | 1.4 | 0.94 | 0.96 | 1 | 0.97 | 1.1 | 0.9
NR3A LBD binder | 0 | 2 | 2 | 2 | 0 | 4 | 2 | 0
PfG6PD inh | -5 | -4 | -1 | -6 | -2 | 0 | -16 | 20
SENP8 inh | 6 | 15 | 32 | i | 10 | 6 | 8 | 24
SENP1 inh | 4 | 0 | 2 | -1 | 4 | -1 | 1 | 2
ATG4B inhibitor | -8 | 4 | -6 | -18 | -4 | 2 | 3 | 1
SENP6 block | 11 | 6 | -22 | -12 | -6 | 38 | 11 | 8
MPTP inh | 1.4 | -2.6 | -1.4 | -6.4 | -2.1 | -0.5 | 0.7 | 1.6

[33] CCOC(=O)C1(Cc2cccc(F)c2)CCN(Cc2cnn(CC)c2C)CC1
[34] COc1ccc(CCNC(=O)CSCc2ccc([N+](=O)[O-])cc2)cc1OC
[35] CCC(CO)Oc1cc(NCc2ccncc2)c2ncn(C(C)C)c2c1 (stereo not given)
[36] Cc1ccc(NC(=O)CSc2nc(N)c3c4c(sc3n2)CSC(C)(C)C4)cc1
[37] CC(C)(C)CC(C)(C)NC(=S)Nc1ccc2nc(-c3ccccn3)c(-c3ccccn3)nc2c1
[38] COc1cc(C(=O)N2CCN(c3cccc(Cl)c3)CC2)ccc1OCC(=O)N1CCOCC1
[39] CN(C)S(=O)(=O)n1cnc([C@@H]2[C@H]3C(=O)OC[C@@H]3C[C@@]23N=CN(Cc2ccccc2)C3=O)c1
[40] COc1cc2nc(N(C)C)nc(N)c2cc1OC

entry no. | 33 | 34 | 35 | 36 | 37 | 38 | 39 | 40
hIAP act | 0.97 | 0.89 | 0.9 | 0.89 | 1 | / | 0.95 | 1
NR3A LBD binder | 0 | 0 | 0 | 24* | -10 | / | -3 | 0
PfG6PD inh | -2 | 10 | 6 | 3 | 32 | 4 | 5 | 21
SENP8 inh | 8 | 19 | 41* | -97 | -294 | 10 | -1 | -446
SENP1 inh | 2 | 1 | -21 | -2 | -19 | 0 | 1 | 1
ATG4B inhibitor | 8 | -2 | 1 | -5 | 10 | / | 9 | 7
SENP6 block | 5 | -2 | 6 | -15 | -2 | / | 16 | -11
MPTP inh | -0.7 | 2.7 | -0.1 | 9.5 | 4.9 | 0.2 | -1.6 | 0.3

[41] CN(Cc1ccccc1)C(=O)c1cnc2n(c1=O)CCS2
[42] O=C(NCCc1ccccc1)c1ccc(NCC2CCCO2)c([N+](=O)[O-])c1 (stereo not given)
[43] Cc1ccc(/C=N\NC(=O)c2ccc(Cn3cc(Br)c([N+](=O)[O-])n3)o2)o1
[44] COc1ccc(Nc2nc(-c3cccs3)cs2)cc1
[45] O=S(=O)(c1ccccc1)N1CCN(C(=S)Nc2ccccc2)CC1
[46] COC(=O)c1ccc(CSc2nc3ccccc3c(=O)n2-c2ccc(OC)c(OC)c2)o1
[47] Cc1cc(S(=O)(=O)NCc2ccccc2)ccc1OCC(=O)NCc1ccccn1
[48] CCc1ccc2c(c1)C1(NN=C(c3ccccc3)S1)C(=O)N2 (stereo not given)

entry no. | 41 | 42 | 43 | 44 | 45 | 46 | 47 | 48
hIAP act | 0.95 | 0.85 | 1.2 | 0.81 | 1.1 | 1.1 | 1 | 1.4
NR3A LBD binder | 1 | -1 | -4 | 3 | 2 | 0 | 0 | 2
PfG6PD inh | -5 | -4 | 14 | 27 | 5 | -3 | -9 | 24
SENP8 inh | 13 | 14 | 2 | / | 1 | 3 | 1 | -15
SENP1 inh | -1 | 0 | 0 | / | 7 | 0 | 1 | 11
ATG4B inhibitor | -9 | -2 | -9 | -13 | -9 | 19 | -1 | 13
SENP6 block | 7 | -2 | -16 | -34 | 3 | -3 | 9 | -16
MPTP inh | -0.3 | 1.1 | 2.8 | / | -1.3 | -0.3 | -1.1 | 0.4

[49] O=C(/C=C/c1cccc([N+](=O)[O-])c1)c1ccc([N+](=O)[O-])o1
[50] O=C(CCC1CCCC1)Nc1ccc(OCC(=O)N2CCOCC2)cc1
[51] O=C(C[n+]1ccccc1)N1c2ccccc2Sc2ccccc21
[52] Clc1cccc(-c2noc3ncnc(Nc4ccc5c(c4)OCO5)c23)c1
[53] CS(=O)(=O)Nc1ccc(OCc2ccccc2)cc1
[54] Cc1ccc(C(=O)OCC(=O)Nc2ccc(C)c(S(=O)(=O)N3CCCCC3)c2)c(O)c1
[55] CC(=O)c1cc2c(cc1NC(=O)CCc1c(C)nc3ncnn3c1C)OCO2
[56] O=c1[nH][nH]c(C(F)(F)F)c1C=Nc1ccccc1Cl
[57] CC(C)(C)c1ccc(C(=O)OCCN2CCCCC2)cc1

entry no. | 49 | 50 | 51 | 52 | 53 | 54 | 55 | 56 | 57
hIAP act | / | 1 | 0.83 | 1 | 0.92 | / | 0.82 | 1.1 | 0.92
NR3A LBD binder | -19 | 0 | -2 | 0 | 3 | / | 2 | -2 | 1
PfG6PD inh | 98* | 8 | 2 | -5 | 2 | -3 | 1 | -10 | -9
SENP8 inh | 30 | 15 | 7 | 3 | 13 | 10 | -371 | -1 | 10
SENP1 inh | 3 | 1 | 3 | 0 | -1 | 3 | -11 | 1 | -1
ATG4B inhibitor | 7 | -9 | 1 | 4 | 4 | / | -10 | -9 | -2
SENP6 block | / | -6 | -4 | 1 | 16 | / | 11 | -15 | 17
MPTP inh | -1.5 | -0.5 | -0.3 | 0.0 | 1.0 | 0.3 | -0.7 | 0.1 | -0.2
